Screening data (PubChem BioAssay)
LDHA block: inhibitors of human lactate dehydrogenase A; purified LDHA, NADH/diaphorase-resazurin fluorescence; stronger effect = lower value; activity change, % (values are at about 110 or 230 µM); hit rate 0.15% among 480,000; AID 1347041; in the data active = activity change below about -30%; inconclusive = mostly about -25% to -30%;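 also: plate controls were DMSO wells for no effect and wells without enzyme for full effect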
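LDH5 2 nM; NADH 0.06 mM, pyruvate 0.2 mM; 200 mM Tris pH 7.4, EDTA, Tween-20; 5 min RT. Detection: diaphorase 0.133 mg/mL + resazurin 37 µM, fluorescence ex540/em590 at 0 and 20 min; normalized to enzyme-free and DMSO wells.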
D1 PAM: potentiators of human D1 dopamine receptor; P21728; HEK293 TREx D1 cells, calcium flux, dopamine EC20 potentiation; potentiation, % at 10 µM; hit rate 0.036% among 360,000; AID 504651; in the data active = potentiation above about 30%; also: 0% is about no effect
Vif-APOBEC3F blk: blocks the Vif interaction with APOBEC3F; HeLa A3F-eYFP + Vif (tagged APOBEC3F with the HIV-1 protein that degrades it), YFP fluorescence increase; Potency, µM (top dose mostly 46.1 µM), for the others: top-dose activity, negative = active; hit rate 0.2% among 390,000; AID 602313; also: potency is read from the fitted curve at half-maximal effect; % of control where 0% means no effect; nearly all actives have a fitted effect of over 65% in size
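Fluorescence increase (Ex 488/Em 500-530) after overnight compound treatment at 37 deg C flags inhibition of Vif-driven A3F-eYFP loss in stable HeLa A3F-eYFP/Vif cells seeded overnight beforehand.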
RXFP1 ag: agonists of human relaxin receptor RXFP1; Q9HBX9; AID 2676; hit rate 0.3% among 370,000; Potency, µM (series often up to 57.5 µM), for the others: at the highest dose activation, most hits filed as activators; HEK293T-RXFP1 cAMP TR-FRET, 30 min; response scale: percent of porcine relaxin response, buffer zero; also: potency is read from the fitted curve at half-maximal effect; % is scaled to controls: 0 for no effect and ±100 for the full control effect; nearly all actives have a fitted effect of over 60% in size; many of its hits are not listed in these tables
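HEK293T cells stably expressing RXFP1 were pretreated with the PDE4 inhibitor Ro 20174, exposed to compounds for 30 min at 37C, lysed, and cAMP was read by TR-FRET. Data normalized to buffer (basal) and 29 nM porcine relaxin (100%).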
D1 antagonist: human D1 dopamine receptor antagonism | P21728 | HEK293 TREx D1 cells, calcium flux, dopamine EC80; stronger effect = lower value | activity change, negative = inhibition, % at 10 µM | hit rate 3.2% among 360,000; in the data active = activity change below about -30%; also: % is scaled to controls: 0 for no effect and ±100 for the full control effect
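Using tetracycline-induced force-coupled D1 Hek293 cells and a calcium dye, signals were followed for 180 s after compound, then for 180 s after EC80 dopamine, to detect inhibitors.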
D1 agonist: activates the human D1 dopamine receptor. P21728. HEK293 T-REx D1 cells, calcium flux, agonist mode. activation, % at 2 µM. hit rate 1% among 360,000. AID 504660; in the data active = activation above about 30%; also: 0% is about no effect
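Agonism was scored from calcium flux recorded over 180 s (1 read/s) after pintool compound addition, following a 10-cycle baseline. Cells were inducible force-coupled HEK293 TREx D1, plated overnight at 30 C and loaded with no-wash calcium dye.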
Vif-A3G inh: inhibitors of Vif-APOBEC3G interaction. Q9HC16. Potency, µM (doses to about 46.1 µM), for the others: at the highest dose activity, negative = active, actives largely listed as inhibitors. hit rate 0.076% among 410,000. HeLa A3G-eYFP + Vif (tagged APOBEC3G with the HIV-1 protein that degrades it), YFP fluorescence, overnight;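 also: potency is read from the fitted curve at half-maximal effect; % is scaled to controls: 0 for no effect and ±100 for the full control effect; nearly all actives have a fitted effect of over 60% in size; hits raise eYFP signal because A3G escapes Vif-driven loss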
Target sequence (Q9HC16 whole entry, looked up): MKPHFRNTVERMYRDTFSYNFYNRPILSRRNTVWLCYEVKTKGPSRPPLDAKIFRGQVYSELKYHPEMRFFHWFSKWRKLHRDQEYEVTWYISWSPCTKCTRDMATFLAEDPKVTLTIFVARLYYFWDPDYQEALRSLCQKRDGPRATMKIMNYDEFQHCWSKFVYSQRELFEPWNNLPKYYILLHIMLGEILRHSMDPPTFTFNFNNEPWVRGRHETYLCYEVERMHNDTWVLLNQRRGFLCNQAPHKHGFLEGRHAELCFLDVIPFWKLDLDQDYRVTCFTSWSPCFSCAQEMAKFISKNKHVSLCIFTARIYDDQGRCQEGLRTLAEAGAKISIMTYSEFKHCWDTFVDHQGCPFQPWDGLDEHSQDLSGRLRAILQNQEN
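Read-out is eYFP fluorescence (Ex 488/Em 500-530) from Vif-expressing HeLa A3G-eYFP cells; more signal means A3G escaped Vif-mediated degradation. Cells plated overnight, compound pinned in, incubated overnight at 37 deg C.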
Glioma ERSR ind: inducers of ER stress response in human glioma cells; U87-MG GRP78 promoter luciferase reporter, 16 h; Potency, µM, inactives show at the top dose activation, hits mostly activators; hit rate 0.02% among 420,000; AID 602332; also: potency is read from the fitted curve at half-maximal effect; series mostly up to about 76 µM; % of control where 0% means no effect; nearly all actives have a fitted effect of over 35% in size
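ERSR induction read as luciferase luminescence (Bright-Glo, 10 min at room temperature) in stably transfected human U87-MG glioma cells exposed to compounds for 16 h, using GRP78 as sensor.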
D2 PAM: positively modulates the human D2 dopamine receptor allosterically; P14416; HEK293 T-REx D2, calcium flux, EC20 dopamine potentiation; potentiation, % at 10 µM; hit rate 0.34% among 340,000;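 active = potentiation over 3 SD above the plate norm, cut at about 30% in these data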; also: 0% is about no effect
Target sequence (P14416 whole entry, looked up): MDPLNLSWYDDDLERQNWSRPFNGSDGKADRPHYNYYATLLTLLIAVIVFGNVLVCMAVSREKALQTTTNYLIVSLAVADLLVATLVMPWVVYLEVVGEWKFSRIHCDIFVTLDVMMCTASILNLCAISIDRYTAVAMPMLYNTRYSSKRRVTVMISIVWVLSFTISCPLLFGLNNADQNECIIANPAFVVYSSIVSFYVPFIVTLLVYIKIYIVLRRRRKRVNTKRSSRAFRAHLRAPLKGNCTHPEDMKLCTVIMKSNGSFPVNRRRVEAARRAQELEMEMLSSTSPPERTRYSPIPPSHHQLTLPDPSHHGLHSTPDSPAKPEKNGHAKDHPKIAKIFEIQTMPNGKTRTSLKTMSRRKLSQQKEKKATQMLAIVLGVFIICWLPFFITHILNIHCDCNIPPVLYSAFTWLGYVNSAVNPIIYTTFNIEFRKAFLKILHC
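Calcium flux readout, no-wash dye, 1 read/s. Inducible HEK293 Trex D2 line, overnight 30 C. Compound alone 180 s (agonist flags), then EC20 dopamine, another 180 s to score potentiation.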
An asterisk follows results filed as active; ? = inconclusive; nt = no result given. Unless noted, calls follow the shape of the dose curve; as a rule, active = well fitted curve in the direction sought with a large enough effect; inconclusive = small, poorly fitted or top-dose-only effect, or another doubt; inactive = no such curve, though single readings can be large; an effect the other way counts as inactive or inconclusive.

SMILES	LDHA block	D1 PAM	Vif-APOBEC3F blk	RXFP1 ag	D1 antagonist	D1 agonist	Vif-A3G inh	Glioma ERSR ind	D2 PAM
O=C(OCC(=O)N1CCc2ccccc2C1)c1ccc(OC(F)F)cc1	-1	-1	2%	0.0%	-14	2	1%	4%	-3
Cc1ccc(NC(=O)CCC(=O)OCC(=O)c2ccc(Oc3ccc([N+](=O)[O-])cc3)cc2)cc1C	-2	-2	-9%	-2.6%	-10	9	1%	-1%	-3
O=C(NC1CCCCC1)c1c[nH]c2ccc(S(=O)(=O)Nc3ccccc3F)cc2c1=O	5	-2	3%	0.4%	3	4	-3%	-3%	-1
CCC(=O)c1ccc(OCC(=O)OCC(=O)Nc2ccc(C)c(S(=O)(=O)N3CCCCC3)c2)cc1	-3	-7	-8%	-0.1%	-11	4	6%	-3%	22
COc1ccc(OC)c(-c2csc(NC(=O)Cc3ccccc3)n2)c1	-1	-4	15%	2.6%	-27	2	1%	0%	-8
COc1cccc(CN2CCN(Cc3ccc4c(c3)OCCO4)CC2CCO)c1 (centres undefined)	-2	-3	-5%	-0.2%	-4	5	-1%	-5%	11
c1ccc(Nc2c3c(nc4ncnn24)CCC3)cc1	4	0	1%	6.9%	5	0	-2%	-1%	1
O=C(CN1C(=O)C2CCCCN2c2ccc(C(=O)N3CCCC3)cc21)NCc1cccc(F)c1 (centres undefined)	0	4	-1%	0.1%	7	-2	-3%	-3%	-4
CCOc1ccc(-n2c(SCc3ccc(C#N)cc3)nnc2-c2cccnc2)cc1	2	nt	?	3.5%	nt	nt	-1%	2%	nt
CCOC(=O)C(NC(C)=O)(Nc1ccc(S(=O)(=O)Nc2cc(C)nc(C)n2)cc1)C(F)(F)F (centres undefined)	1	-8	nt	1.4%	-9	2	0%	-6%	-2
O=c1c(OCc2ccccc2)cccn1Cc1ccccc1	-10	nt	1%	nt	nt	nt	-4%	3%	nt
COC(=O)c1ccc(CC(=O)c2ccc(O)cc2O)o1	2	0	-14%	4.1%	13	8	1%	-7%	8
COC(=O)C1CCN(S(=O)(=O)c2cn(C)c(=O)n(C)c2=O)CC1	-1	-2	-8%	0.9%	-4	-2	3%	-4%	-10
CN(Cc1ccc(F)cc1)C(=O)C(Cc1ccccc1)NC(=O)c1ccccc1 (centres undefined)	-1	-5	4%	-0.2%	-1	-1	1%	-3%	-5
O=C(CS(=O)(=O)c1cn(Cc2ccc(F)cc2)c2ccccc12)N1CCCCC1	-13	-1	6%	3.4%	9	0	2%	-1%	20
COc1ccc(-n2nc(C(=O)NCC(=O)NCc3ccco3)c3ccccc3c2=O)c(OC)c1	-14	-2	-9%	-0.3%	7	-1	1%	-4%	0
CC(C)OCCCn1c(=O)c2ccccc2n2c(-c3ccccc3)nnc12	0	-1	4%	3.8%	-10	11	-1%	-3%	-13
COc1ccc(N2CCN(C(CNC(=O)OCc3ccccc3)c3ccco3)CC2)cc1 (centres undefined)	3	9	14%	-0.3%	5	0	-10%	8%	-3
Cn1c(=O)c2c(nc(N3CCCCCC3)n2CC(O)COc2ccccc2)n(C)c1=O (centres undefined)	2	nt	4%	-0.7%	nt	nt	-12%	-6%	nt
CCOC(=O)C1CCN(C(=O)c2cc(S(=O)(=O)N3CCc4ccccc43)ccc2OC)CC1	0	1	5%	-1.1%	-3	0	-2%	-3%	6
O=C(COC(=O)Cc1c(Cl)cccc1Cl)NC1CCCC1	1	nt	0%	nt	nt	nt	-2%	0%	nt
Cc1ccc(/C=C/c2onc(C)c2S(=O)(=O)N2CCC(C(=O)N3CCOc4ccc(C)cc43)CC2)cc1	-11	-5	0%	0.0%	4	5	7%	-4%	-1
COc1ccc(-c2cc(C(=O)Nc3cc(C)ccc3O)no2)cc1OC	2	2	1%	4.9%	0	1	-4%	-2%	16
NS(=O)(=O)c1ccc(CCNC(=O)C2CCN(S(=O)(=O)c3ccc(Br)s3)CC2)cc1	-8	-7	-7%	-2.6%	-7	0	-4%	-9%	2
Cc1nn(CC(=O)NCC2CCCO2)c(C)c1[N+](=O)[O-] (centres undefined)	0	-3	-2%	8.5%	4	-1	1%	-2%	2
CCc1cccc2c(-c3ccccc3)nc(SCC(=O)Nc3ccc(OC)cc3)nc12	-10	1	nt	-0.3%	5	2	nt	nt	10
O=C(/C=C/c1ccco1)NCC(=O)N/N=C/c1ccc([N+](=O)[O-])cc1	-4	-9	1%	-2.7%	30	0	-2%	-5%	-4
O=C(O)C1=NN(c2c(F)c(F)cc(F)c2F)C(=O)CC1	-3	-7	12%	5.2%	-10	5	-1%	-4%	-4
CCOC(=O)C1CCN(C(=O)c2ccc3c(=O)n4nc(Nc5ccccc5CC)sc4nc3c2)CC1	0	nt	-3%	nt	nt	nt	-5%	-6%	nt
Cc1ccc(-c2onc(C)c2C)cc1S(=O)(=O)NC1CCC(C)CC1 (centres undefined)	0	-3	-3%	3.7%	5	9	-2%	-2%	-4
CCOC(=O)c1c(-c2ccccc2)csc1NC(=O)CCN1CCOCC1	-12	7	8%	9.6%	47	2	-6%	-5%	11
COc1ccc(N(Cc2cc3cccc(C)c3[nH]c2=O)S(=O)(=O)c2ccc(OC)cc2)cc1	-1	-3	-10%	2.6%	-4	2	-7%	-2%	nt
COc1cc(C(=O)NNC(=S)NC(=O)c2ccc(F)cc2)cc(OC)c1OC	-2	-3	4%	-4.3%	-4	44*	?	1%	13
CCCCn1nnnc1NCc1cccc(OC)c1OC	-3	1	-6%	0.8%	9	3	-2%	0%	-8
Cc1ccc(CNC(=O)CCCN2C(=O)CCn3nc(-c4cn(C)c5ccccc45)cc32)cc1	-4	2	-2%	-0.6%	-16	2	-3%	-2%	3
Cc1ccc(-n2nc3c(=O)n(CCCC(=O)NC(C)c4ccccc4)nc(C)c3c2C)cc1 (centres undefined)	0	4	4%	0.9%	-6	5	1%	0%	3
Cc1cc(=O)oc2cc(OCC(=O)NC(Cc3c[nH]c4ccc(O)cc34)C(=O)O)c(Cl)cc12 (centres undefined)	11	0	5%	0.2%	-13	1	-2%	-1%	3
O=C(c1ccc(CNc2c(NC3CCCCC3)c(=O)c2=O)cc1)N1CCc2ccccc21	0	2	-3%	0.4%	5	-1	-7%	-3%	11
CCN(Cc1nc2ccccc2c(=O)[nH]1)C(=O)c1cccc(OCc2c(C)noc2C)c1	-2	2	11%	0.6%	-2	4	0%	-6%	-3
CCn1c(CNc2ccc(C)cc2)nnc1SCC(=O)NCc1ccccc1	18	3	-5%	0.7%	2	-1	-2%	5%	4
C=CCn1c(SCC(=O)N2CCN(c3ccccc3)CC2)nc2c([nH]c3ccccc32)c1=O	-3	2	4%	?	6	2	-5%	1%	-3
CC(/C=N/NC(=O)CSc1n[nH]c(=O)[nH]c1=O)=C\c1ccccc1	-4	-5	-14%	4.2%	10	7	1%	-6%	-5
Cc1ccc(NC(=O)COC(=O)CN2C(=O)C3CCCCC3C2=O)cc1C (centres undefined)	-1	-9	0%	-0.4%	-16	1	5%	0%	-5
CCCC1(c2ccccc2)NC(=O)N(CC(=O)NCc2ccc(OC)cc2)C1=O (centres undefined)	1	1	11%	-6.1%	-5	1	0%	-1%	7
CCOC(=O)C(C(=O)c1ccccc1)C(c1ccccc1)c1nccc2ccccc12 (centres undefined)	-7	nt	1%	nt	nt	nt	0%	-4%	nt
COc1ccc(N(CN2C(=O)C3CCCCC3C2=O)C(=O)c2ccco2)cc1 (centres undefined)	-10	2	-3%	0.6%	2	2	3%	-1%	1
CCOC(=O)C1(CCOc2ccccc2)CCN(Cc2ccc(O)c(OC)c2)CC1	-6	4	3%	-2.7%	-24	16	3%	-4%	-10
COc1ccc(-c2c([C@H]3[C@H]4C=CC[C@@H](C)[C@@H]4C(=O)N3Cc3ccccc3)ccc3ccccc23)cc1	0	-2	2%	1.3%	16	4	-1%	-4%	-7
CC(=O)Nc1ccc(NC(=O)c2cc(-n3cnnc3)ccc2Cl)cc1	1	1	2%	2.6%	-3	0	1%	0%	nt
Cc1c(C(=O)N(CC(C)C)c2c(N)n(Cc3ccccc3)c(=O)[nH]c2=O)sc2nc3n(c(=O)c12)CCC3	-3	-16	0%	2.8%	-15	1	-7%	-2%	4
O=S(=O)(NCC1CCCO1)c1cccc(S(=O)(=O)N2CCCC2)c1 (centres undefined)	-5	0	-1%	-0.3%	0	6	-1%	-6%	5
CN(CC(=O)Nc1ccc(F)cc1)C(=O)CNC(=O)C1CCCCC1	-4	1	-3%	0.5%	56	3	3%	-4%	2
COc1ccc(C(CNC(=O)c2ccc(-c3ccccc3Cl)o2)N2CCOCC2)cc1 (centres undefined)	-2	-4	5%	0.0%	31	19	0%	-3%	-39
CC(C)(C)c1cn(-c2ccccc2)c(=S)[nH]1	-9	3	-3%	-6.3%	-3	1	0%	1%	11
CC(C)c1ccc(CN2CCN(C(=O)CSc3nnnn3C3CC3)CC2)cc1	-6	-2	0%	0.7%	-36*	5	0%	3%	3
COc1ccccc1CN1CC(C(=O)NCc2cccnc2)CC1=O (centres undefined)	-4	-4	0%	0.9%	2	-1	1%	-1%	nt
CC1(C)OC(=O)N(CCc2ccccc2)C1(C)O (centres undefined)	2	-1	?	1.2%	-1	1	0%	-3%	2
CCN1C(=O)C(C)S/C1=N\S(=O)(=O)c1ccc(F)cc1 (centres undefined)	-3	-4	1%	-0.2%	0	0	-1%	-3%	2

Single records, as listed above.
Record of `CCN(Cc1nc2ccccc2c(=O)[nH]1)C(=O)c1cccc(OCc2c(C)noc2C)c1` = LDHA block = -2; D1 PAM = 2; Vif-APOBEC3F blk = 11%; RXFP1 ag = 0.6%; D1 antagonist = -2; D1 agonist = 4; Vif-A3G inh = 0%; Glioma ERSR ind = -6%; D2 PAM = -3
Record of `CCC(=O)c1ccc(OCC(=O)OCC(=O)Nc2ccc(C)c(S(=O)(=O)N3CCCCC3)c2)cc1` = LDHA block = -3; D1 PAM = -7; Vif-APOBEC3F blk = -8%; RXFP1 ag = -0.1%; D1 antagonist = -11; D1 agonist = 4; Vif-A3G inh = 6%; Glioma ERSR ind = -3%; D2 PAM = 22

An excerpt (hit frequency here may not be typical).
